Source: PubChem (The Scripps Research Institute Molecular Screening Center)
ASAP1 inh – ASAP1 ArfGAP inhibition | ASAP1-stimulated ARF1 GTP hydrolysis, GDP FP detection | inhibition, % at 16.5 µM | 0.19% of 360,000 active; in the data active means inhibition above about 25%;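 further: 0% = vehicle with enzyme and substrate and 100% = no enzyme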
Target sequence (Q9ULH1 325-724 limits assumed): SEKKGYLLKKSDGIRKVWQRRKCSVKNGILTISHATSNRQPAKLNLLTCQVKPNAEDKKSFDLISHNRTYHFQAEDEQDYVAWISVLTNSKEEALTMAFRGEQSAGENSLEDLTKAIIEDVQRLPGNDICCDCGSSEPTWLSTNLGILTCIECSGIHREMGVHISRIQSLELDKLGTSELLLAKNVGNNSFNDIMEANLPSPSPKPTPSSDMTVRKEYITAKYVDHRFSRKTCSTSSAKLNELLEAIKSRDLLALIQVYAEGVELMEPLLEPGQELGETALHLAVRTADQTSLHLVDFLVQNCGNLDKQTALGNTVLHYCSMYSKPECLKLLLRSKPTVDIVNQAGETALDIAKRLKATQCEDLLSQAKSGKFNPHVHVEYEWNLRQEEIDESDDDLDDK
TDP2 inh – blocks human TDP2 phosphodiesterase activity. recombinant TDP2, T5PNP hydrolysis, p-nitrophenol absorbance 415 nm. inhibition, % at 12.8 µM. AID 720702. 0.34% of 370,000 active;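 active means inhibition above the mean of all tested compounds plus 3 SD, set per campaign, cut at about 25% in these data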;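 further: 0% = DMSO with enzyme and 100% = buffer with substrate but no TDP2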
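Assay system: recombinant human TDP2 / Reagent: T5PNP substrate at 5 mM, a TopII-DNA adduct mimic / Measured by: epi absorbance from released p-nitrophenol / Evaluation: % inhibition relative to enzyme-containing and enzyme-free wells / Control set: enzyme-free and DMSO wells / Replicates: each compound tested once, singlicate / Schedule: enzyme reaction with compound for 2 h at 37 °C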
DDE Tn6 FP inh – disrupts Tn6 cyclic peptide binding to fibrin D-Dimer-E complex. Fibrin DD(E) TRITC-Tn6 fluorescence polarization displacement. AID 720509. 0.21% of 370,000 active. inhibition, % at 8.3 µM;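 active means inhibition above a per-campaign cutoff: mean of compounds within control limits plus 3 SD, cut at about 15% in these data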;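 further: 0% = median of all compound wells on the plate and 100% = blocking peptide control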
PLCg1 inh – inhibitors of human phospholipase C gamma1; inhibition, % at 12.2 µM; 0.84% of 370,000 active; AID 720700; P19174; purified PLC-gamma1, fluorogenic substrate, fluorescence; in the data active means inhibition above about 9.5%
SIAE inh – human SIAE inhibition, primary screen; Q9HAT2; SIAE FP-Rh probe binding, fluorescence polarization; inhibition, % at 9.66 µM; 0.69% of 370,000 active;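 active means inhibition above a cutoff: mean of compounds within the control limits plus 3 SD of those, cut at about 17% in these data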;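 further: 0% = plate median of compound wells and 100% = probe without SIAE protein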
PLC-beta3 inh – inhibitors of human phospholipase C beta3. Q01970. Purified PLC-beta3, fluorogenic substrate, fluorescence. inhibition, % at 12.2 µM. 0.18% of 370,000 active. AID 720704; in the data active means inhibition above about 11%;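 further: 0% = median of compound wells on plate and 100% = full blocker control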
ADAM10 inh – ADAM10 inhibition, QFRET primary screen; O14672; recombinant ADAM10, EDANS/DABCYL FRET peptide cleavage, 3 h; inhibition, % at 7 µM; 0.62% of 370,000 active; AID 720582;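 active means inhibition above a per-campaign cutoff equal to the mean of compounds falling between control-based bounds plus 3 SD, cut at about 20% in these data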;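 further: 0% = DMSO wells while the 100% control is not disclosed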
Target sequence (O14672 214-748 limits assumed): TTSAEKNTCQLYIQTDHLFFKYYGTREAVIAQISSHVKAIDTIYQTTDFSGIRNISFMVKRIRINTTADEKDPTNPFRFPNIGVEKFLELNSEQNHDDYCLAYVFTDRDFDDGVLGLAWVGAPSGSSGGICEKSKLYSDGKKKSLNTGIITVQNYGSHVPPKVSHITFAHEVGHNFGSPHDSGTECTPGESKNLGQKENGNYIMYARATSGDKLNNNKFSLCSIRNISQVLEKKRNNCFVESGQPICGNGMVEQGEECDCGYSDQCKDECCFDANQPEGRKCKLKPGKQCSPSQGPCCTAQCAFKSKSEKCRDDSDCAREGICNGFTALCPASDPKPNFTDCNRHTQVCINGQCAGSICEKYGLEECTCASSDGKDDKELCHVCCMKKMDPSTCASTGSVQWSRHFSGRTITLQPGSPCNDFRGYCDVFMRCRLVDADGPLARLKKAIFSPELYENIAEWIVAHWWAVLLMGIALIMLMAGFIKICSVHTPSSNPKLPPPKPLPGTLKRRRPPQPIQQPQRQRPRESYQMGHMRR
DDE Tn7 FP inh – disrupts Tn7 cyclic peptide binding to fibrin D-Dimer-E complex; 0.13% of 370,000 active; inhibition, % at 8.3 µM; P02675; AID 720508; FP displacement of FITC-Tn7 peptide from fibrin DD(E); 0% = median of compound wells per plate;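 active means inhibition above the mean of compounds falling within the control limits plus 3 SD of them, cut at about 14% in these data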;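 further: 0% = plate median of compound wells and 100% = 10 µM Aha-Tn7 peptide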
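Assay system: Human clot-derived fibrin DD(E) complex | Buffer or medium: Tris/NaCl/CaCl2 buffer, pH 7.8 | Repeats: One replicate per compound | Benchmarks: Aha-Tn7 high control | Measure: % inhibition scaled between sample-field median and high-control FP | Schedule: 10 min plus 3 h, room temperature | Signal: Fluorescence polarization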
ADAM17 inh – ADAM17 inhibition, QFRET primary screen. 0.83% of 370,000 active. recombinant ADAM17, EDANS/DABCYL FRET peptide cleavage. P78536. inhibition, % at 6.95 µM;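 active means inhibition above the mean of compounds lying between control limits plus 3 SD, set per campaign, cut at about 8.5% in these data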;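 further: 0% = DMSO-only wells as the low control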
ARFGAP1 inh – inhibits rat ARF GTPase activating protein 1 | Q62848 | AID 651572 | 0.26% of 360,000 active | inhibition, % at 16.5 µM | Arfgap1-stimulated ARF1 GTP hydrolysis, GDP FP detection;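 active means inhibition above a per-plate limit, mean inhibition of low control wells plus 3 SD, cut at about 25% in these data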;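 further: 0% = DMSO wells with enzyme and 100% = wells lacking Arfgap1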
Target sequence (Q62848 1-136 limits assumed): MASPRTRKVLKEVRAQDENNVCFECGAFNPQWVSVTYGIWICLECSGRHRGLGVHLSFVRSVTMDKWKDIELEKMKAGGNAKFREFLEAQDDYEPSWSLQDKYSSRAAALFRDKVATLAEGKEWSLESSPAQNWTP
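Material – truncated rat Arfgap1 GAP domain · Buffer or medium – HEPES-based buffer, pH 7.5 · Reagent – human ARF1(Δ1-17)-GTP substrate · Dosing – 16.5 µM single point, 1.26% DMSO · Schedule – GTP hydrolysis reaction 2 h at 25 °C · Technique – GDP detection by fluorescence polarization · Benchmarks – No-Arfgap1 wells (100%) versus DMSO full-reaction wells (0%) · Repeats – single replicate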
An asterisk follows results filed as active; i = inactive. This is a subset; rates above refer to the full screens.

Each structure is followed by: ASAP1 inh	TDP2 inh	DDE Tn6 FP inh	PLCg1 inh	SIAE inh	PLC-beta3 inh	ADAM10 inh	DDE Tn7 FP inh	ADAM17 inh	ARFGAP1 inh
> COc1ccc(C(CNC(=O)CCc2ccsc2)N(C)C)cc1 (stereo not drawn)
  -11	9	12	-1	0	-4	-5	2	-1	-21
> CCCCn1nnnc1C(C1CC1)N1CCC(n2c(=O)[nH]c3ccccc32)CC1 (stereo not drawn)
  -1	-1	8	0	4	7	1	-3	-2	3
> CC(C)CCNC(=O)c1cc(C(=O)c2cc(F)ccc2O)cn(CCC(C)C)c1=O
  -3	9	0	0	-3	0	-14	3	0	-11
> CCCCCc1nc2ccccc2c(=O)n1-c1ccc(Cl)cc1[N+](=O)[O-]
  17	-15	-1	8	-3	4	1	-6	2	9
> CC(=NCc1cccnc1)c1c(O)n(-c2ccc(Cl)cc2)c(=O)[nH]c1=O
  1	16	0	-1	6	-5	-2	9	-3	0
> Cc1c(O)ccc(C(=O)CN2CC(C)OC(C)C2)c1O (stereo not drawn)
  -5	1	-3	-53	-4	-83	-117	-7	-46	1
> Cc1ccccc1-n1c(C)cc(/C=C2/C(=O)NC(=O)N(Cc3ccco3)C2=O)c1C
  7	-5	-3	-27	1	-27	-12	-6	-5	-2
> N#CC1c2ccccc2-n2nncc2CN1C(=O)CCc1ccccc1 (stereo not drawn)
  -6	8	3	2	-3	3	-1	5	-1	0
> Nc1cnn(-c2ccccc2)c(=O)c1Cl
  -5	6	0	0	-2	-5	-4	2	-6	-4
> CN(C)c1ccc(C=C2C(=O)NC(=O)NC2=O)cc1
  -6	-11	-4	9	1	3	-6	-5	4	8
> CC(C)[C@H]1C(=O)O[C@@H]2CCN3CC=C(COC(=O)[C@](C)(O)[C@]1(C)O)[C@H]23
  -1	-17	0	1	-9	-5	6	-5	1	24
> O=C(c1ccc(C(F)(F)F)cc1)C1CCCN(C2CCSCC2)C1 (stereo not drawn)
  -12	-18	3	7	-13	6	7	-1	2	-5
> Cc1ccc2c(c1)C(c1ccccc1)=NCC(=O)N2
  10	6	8	-1	1	-3	-18	1	-4	1
> CCC(=NCCCn1ccnc1)c1c(O)n(-c2ccc(OC)cc2)c(=O)[nH]c1=O
  6	6	4	2	-3	-5	-3	4	-5	3
> Cc1cc(/C=C2\C(=O)NC(=O)N(c3ccc(Br)cc3)C2=O)c(C)n1C
  -25	17	14	-5	-28	-8	0	9	1	-3
> CN1CCN(c2ccc([N+](=O)[O-])c(N)c2)CC1
  -5	-18	-2	-1	3	1	5	4	-4	-4
> CC(C)CCOP(N)(=O)Oc1ccccc1 (stereo not drawn)
  -7	7	0	-1	4	-2	2	-2	-4	1
> NCC(=O)c1ccccc1
  8	6	4	1	5	0	2	1	-3	-1
> CCOC(=O)N1CCN(C(C)C(=O)c2c[nH]c3ccccc23)CC1 (stereo not drawn)
  9	-4	-1	-2	-8	-3	-6	1	-5	-15
> O=C1NC(=O)C2(Cc3ccccc3N3CCOCC32)C(=O)N1c1ccccc1 (stereo not drawn)
  11	-4	4	-8	8	-8	4	0	2	17
> COc1ccc2[nH]c(C)c(CCNCc3cccnc3)c2c1
  0	13	6	-134	22*	-165	-55	18*	-23	6
> COc1ccc2c3c([nH]c2c1)C(C)NCC3 (stereo not drawn)
  -8	4	-8	-443	6	i	i	-3	-126	8
> O=C(c1ccco1)c1cn(Cc2ccc(Cl)cc2)c2ccccc12
  -9	-5	-3	-27	-22	-36	2	4	2	14
> CCOP(=O)(OCC)C1(O)C(=O)Nc2ccc(Br)cc21 (stereo not drawn)
  -17	10	-4	-4	3	-1	-14	4	-5	0
> CSc1ncc(CN2CCCC(C(=O)c3cccc(Cl)c3)C2)cn1 (stereo not drawn)
  -12	2	-4	-1	10	-4	2	-2	-2	-9
> COc1ccc(OCC(=O)N2CCN(C/C=C/c3ccccc3)CC2)cc1
  18	-4	-3	3	1	1	10	-6	2	4
> O=C(OCc1ccccc1)N1CCC2CC1c1cc(N3Cc4ccccc4-n4nncc4C3)ccc12 (stereo not drawn)
  -6	8	6	3	-2	-5	6	6	2	-12
> O=C(O)C1C(C(=O)O)C2(Cl)C(Cl)=C(Cl)C1(Cl)C2(Cl)Cl (stereo not drawn)
  -18	10	-7	1	-2	-1	-9	4	-4	8
> CCCC(=O)c1c(O)[nH]c(=O)[nH]c1=O
  3	5	3	-3	-4	-1	-10	-5	-6	0
> O=C(N=Nc1c(O)[nH]c(=O)[nH]c1=O)C1COc2ccccc2O1 (stereo not drawn)
  4	4	-5	-1	3	-1	-10	-8	-4	0
> COCCN1C(=O)/C(=C/c2c(OC)cc(OC)cc2OC)C(=O)N(c2ccccc2)C1=O
  -15	-10	-1	-10	4	-9	-4	2	-6	6
> COc1ccc(CN2CCN(Cc3ccccc3OC)CC2)cc1
  10	-5	6	0	13	4	0	9	-4	8
> COC(=O)C1=C(c2cccc(OCc3ccccc3)c2)C[C@@H]2CC[C@H]1N2C(=O)NCc1ccc(OC)cc1
  -7	7	-1	0	-9	0	16	6	6	8
> COc1ccccc1OCCCn1cc(C=O)c2ccccc21
  1	3	0	-3	1	1	-2	-3	2	-2
> C[C@]12C[C@H](O)[C@@H](O)C[C@@H]1CC[C@@H]1[C@@H]2CC[C@]2(C)C(=O)CC[C@@H]12
  -13	-2	-4	3	1	1	-10	-8	-1	6
> COC(=O)C1=C(c2ccc(OCc3ccccc3)cc2)C[C@@H]2CC[C@H]1N2C(=O)NCc1cccc(OC)c1
  5	-1	6	3	-11	1	6	5	2	6
> Cc1ccccc1-n1c(C)nc2ccccc2c1=O
  3	6	3	0	1	2	-1	0	-1	0
> Cc1cc(OC(=O)CCNC(=O)OC(C)(C)C)c2c3c(c(=O)oc2c1)CCC3
  -1	-1	-2	-20	-2	-35	-41	-6	-15	7
> CNC(=O)N(C)c1ccc(C(O)(C(=O)OC)C(F)(F)F)cc1 (stereo not drawn)
  6	-4	-2	3	-12	-4	-3	11	-1	-9
> COC(=O)C1=C(c2ccc(OC)c(OC)c2)C[C@@H]2CC[C@H]1N2C(=O)N1CCCCC1
  3	12	-10	-1	4	0	-6	-6	-4	15
> CCCCn1c(O)c(C=NCCCn2ccnc2)c(=O)[nH]c1=O
  9	-3	-7	3	0	1	-1	-1	1	0
> CCN(CC)C(=O)c1ccc(NC(=O)c2cc(S(=O)(=O)N3CCCCCC3)ccc2OC)cc1
  6	-8	-17	2	-5	1	-2	-6	-2	-4
> COC(=O)C1=C(c2cccc(C#N)c2)C[C@@H]2CC[C@H]1N2C(=O)N1CCCC1
  13	0	-1	-1	-1	1	-3	-4	-2	-3
> O=C1NC(=O)N(CCc2ccc(F)cc2)C(=O)/C1=C\C=C\c1ccccc1
  -7	-6	-9	-2	11	-10	5	-5	2	4
> O=c1c2ccccc2nc(CNCC2CCCO2)n1-c1ccc(F)cc1 (stereo not drawn)
  -10	4	4	1	0	-4	-8	2	-3	6
> Cc1ncc([N+](=O)[O-])n1CCOc1nonc1N
  -1	-15	11	3	-10	-1	1	4	-5	4
> O=c1[nH]c(=O)n(-c2cccc(Cl)c2)c(O)c1C=NCCCN1CCOCC1
  -16	9	11	-1	5	2	-20	1	-10	-3
> O=C1NC(=O)C(CCc2ccncc2)(CCc2ccncc2)C(=O)N1CCc1ccccc1
  7	0	-1	2	-7	0	1	-5	-1	-8
> Cc1cccn2c(=O)c3cc(C(=O)N4CCC5(CC4)OCCO5)n(C)c3nc12
  3	-4	8	-214	1	-294	-289	-3	-72	-3
> C/C(=N\NC(=O)c1ccccc1O)c1c(O)n(Cc2ccccc2)c(=O)[nH]c1=O
  -7	28*	2	-32	4	-55	-26	4	-10	-1

Entries above with bromine:
Each structure is followed by: ASAP1 inh	TDP2 inh	DDE Tn6 FP inh	PLCg1 inh	SIAE inh	PLC-beta3 inh	ADAM10 inh	DDE Tn7 FP inh	ADAM17 inh	ARFGAP1 inh
> Cc1cc(/C=C2\C(=O)NC(=O)N(c3ccc(Br)cc3)C2=O)c(C)n1C
  -25	17	14	-5	-28	-8	0	9	1	-3
> CCOP(=O)(OCC)C1(O)C(=O)Nc2ccc(Br)cc21 (stereo not drawn)
  -17	10	-4	-4	3	-1	-14	4	-5	0

(next part)
Each structure is followed by: ASAP1 inh	TDP2 inh	DDE Tn6 FP inh	PLCg1 inh	SIAE inh	PLC-beta3 inh	ADAM10 inh	DDE Tn7 FP inh	ADAM17 inh	ARFGAP1 inh
> CCOC(=O)c1c(C)[nH]c(C)c1C(=O)C(Cc1ccccc1)N(C)C (stereo not drawn)
  0	-3	-2	0	15	-2	-6	10	-4	0
> O=C1CN=C(c2ccccc2Cl)c2cc(Br)ccc2N1
  -16	-16	-3	5	-7	3	3	-4	8	5
> CC(=O)O[C@]1(c2ccccc2)CCN(C)[C@H]2CCCC[C@@H]21
  -9	-1	0	0	0	4	1	-7	-2	-1
> C/C(=N\N1CCCCC1)c1c(O)[nH]c(=O)[nH]c1=O
  4	12	1	2	6	-4	1	0	0	7
> C[N+](C)(C)CC(=O)Nc1ccc(Cl)cc1C(=O)c1ccccc1
  12	-3	5	-3	4	-5	-5	4	-1	0
> CCCCn1c(O)c(/C=C/C=Nc2ccccc2)c(=O)[nH]c1=O
  -9	-5	-1	-2	4	-10	-20	-5	-3	2
> CC1CCCN(C(=O)CN2C3CCC2CC(O)(c2ccc(F)cc2)C3)C1 (stereo not drawn)
  5	12	-9	0	2	1	0	0	1	5
> CN1C(=O)C(=Cc2ccc(N3CCCCCC3)cc2)C(=O)N(C)C1=O
  5	-13	-7	-7	-18	-19	-13	0	2	9
> Brc1ccc2c(c1)C(OC1CN3CCC1CC3)c1ccccc1CS2 (stereo not drawn)
  1	-6	5	9	3	3	1	-5	0	7
> COc1cc(O)c2c(c1)/C=C/C[C@H](O)[C@H](O)C(=O)CCC[C@H](C)OC2=O
  9	4	-1	-21	-3	-21	-23	4	-10	-6
> Cc1nc(SCc2c(Cl)cccc2Cl)nc(OC(=O)N(C)C)c1C
  -15	0	4	2	-9	-3	-1	-2	3	2
> CCOC(=O)[C@]12Cc3cc(C)ccc3[C@H]1N(CCC(=O)OC)C(=O)c1cc(OC)ccc12
  -8	-6	-2	-4	0	0	-9	0	0	-7
> O=C(Nc1ccc(F)cc1F)c1cccnc1Oc1cccc(C(F)(F)F)c1
  -8	0	5	2	1	-2	3	6	-4	-6
> Cc1ccc(-c2ccc(=O)n(CC(=O)N3CCC4(CC3)OCCO4)n2)cc1
  -1	-12	1	2	-4	-5	-8	0	-3	13
